IL-1B inflam inh: qHTS for Inhibitors of Inflammasome Signaling: IL-1-beta AlphaLISA Primary Screen | activity change, % at 57.5 µM | AID 743279, 2014 | 360,000 tested, 4.7% active | THP-1 LPS/ATP IL-1B secretion, AlphaLISA, 16 h; hits give low values; in the data active means activity change below about -50%; inconclusive means mostly about -30% to -49%; further: on the % scale 0 is the no-effect control and ±100 the full control effect
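THP-1 cells pretreated 1 hr with compounds (up to 57.5 uM final), then stimulated with LPS (250 ng/mL final) plus ATP (1.25 mM final); secreted IL-1B measured by AlphaLISA after 16 hr, decreased signal indicating inhibition.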
DRD3 antagonist: qHTS of D3 Dopamine Receptor Antagonist: qHTS | max response, negative = inhibition, % | D3R cells, DiscoveRx beta-arrestin luminescence, antagonist mode; hits give low values | 360,000 tested, 2.5% active; in the data active means max response below about -50%; inconclusive means no clear call, values can overlap the other calls; further: on the % scale 0 is the no-effect control and ±100 the full control effect; mostly tested at two doses, the higher about 12 µM
Target sequence (P35462 whole entry, looked up): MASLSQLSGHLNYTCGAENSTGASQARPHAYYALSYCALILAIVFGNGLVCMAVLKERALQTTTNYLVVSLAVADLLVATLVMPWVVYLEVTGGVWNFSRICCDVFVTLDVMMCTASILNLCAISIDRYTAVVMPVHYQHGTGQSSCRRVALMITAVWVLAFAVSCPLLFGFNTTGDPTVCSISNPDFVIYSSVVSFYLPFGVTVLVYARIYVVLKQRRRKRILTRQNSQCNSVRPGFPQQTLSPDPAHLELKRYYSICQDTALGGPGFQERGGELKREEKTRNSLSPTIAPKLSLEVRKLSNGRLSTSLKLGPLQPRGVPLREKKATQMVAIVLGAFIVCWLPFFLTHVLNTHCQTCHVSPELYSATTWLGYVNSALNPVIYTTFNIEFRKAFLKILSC
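Cells expressing the human receptor were seeded at 1500 cells/well, incubated overnight at 37 degrees C in 5% CO2, then exposed to library compounds with dopamine controls for 90 minutes at 37 degrees C before luminescent detection.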
D3 ag: qHTS of D3 Dopamine Receptor Agonist: qHTS; D(3) dopamine receptor (Homo sapiens), P35462; D3R DiscoveRx beta-arrestin cells, luminescence, 90 min; max activation, %; 410,000 tested, 0.58% active; in the data active means max activation above about 30%; further: 0% is about no effect; mostly tested at two doses, the higher about 12 µM
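Agonist mode: compounds and dopamine controls were applied to plated cells for 90 min at 37 degrees C after an overnight attachment at 1500 cells/well. Luminescent read-out followed 30 - 60 minutes at room temperature with DiscoveRx detection reagent.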
HT1080NT lethal: qHTS for induction of synthetic lethality in tumor cells producing 2HG: qHTS for the HT-1080-NT fibrosarcoma cell line | 360,000 tested, 1.6% active | HT-1080-NT fibrosarcoma viability, CellTiter-Glo ATP luminescence, 48 h | Potency, µM (doses to about 46.1 µM), without a hit: at the top dose activity, negative = less viability, hits mostly cytotoxic;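 further: NT is the 2HG producing partner of a matched IDH1 knockdown line; potency means the concentration at half of the fitted maximal effect; 0% = DMSO-treated cells and -100% = media-only wells without cells; nearly all actives have a fitted effect of over 55% in size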
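Toxicity toward the 2HG-producing NT line was scored as %Activity, normalised to DMSO and no-cell wells, from CellTiter-Glo luminescence after 48 hours' treatment.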
GLP1R ag: qHTS of GLP-1 Receptor Agonists | Potency, µM (doses to about 45.6 µM), without a hit: at the top dose activation, usual class: activators | 380,000 tested, 0.007% active | AID 624172, 2012 | HEK293 GLP-1R CRE-luciferase, luminescence, 4-6 h; cells express a hypersensitive GLP-1R form; further: potency means the concentration at half of the fitted maximal effect; % of control where 0% means no effect
Target sequence (P43220 whole entry, looked up): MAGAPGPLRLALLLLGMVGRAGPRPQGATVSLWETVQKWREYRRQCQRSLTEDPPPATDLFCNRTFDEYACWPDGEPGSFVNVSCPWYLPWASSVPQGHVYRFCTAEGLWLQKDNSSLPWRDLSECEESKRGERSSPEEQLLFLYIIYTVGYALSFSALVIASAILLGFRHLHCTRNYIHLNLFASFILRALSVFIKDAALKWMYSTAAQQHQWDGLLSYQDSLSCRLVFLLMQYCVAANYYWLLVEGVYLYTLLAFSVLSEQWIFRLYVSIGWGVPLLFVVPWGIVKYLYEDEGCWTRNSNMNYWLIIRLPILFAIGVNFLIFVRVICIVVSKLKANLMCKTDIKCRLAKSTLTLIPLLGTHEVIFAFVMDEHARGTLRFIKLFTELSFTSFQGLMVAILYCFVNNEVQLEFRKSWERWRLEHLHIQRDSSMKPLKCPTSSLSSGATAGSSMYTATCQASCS
HT1080 IDH1KD tx: qHTS for induction of synthetic lethality in tumor cells producing 2HG: qHTS for the HT-1080-IDH1KD cell line; Potency, µM (highest dose often 46.1 µM), without a hit: at the highest dose activity, negative = toxicity, actives largely listed as cytotoxic; 360,000 tested, 2% active; AID 686971, 2013; HT-1080 IDH1 knockdown viability, ATP luminescence, 48 h;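 further: potency means the concentration at half of the fitted maximal effect; 0% = DMSO wells and -100% = cell-free medium wells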
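Viability of IDH1-knockdown HT-1080 fibrosarcoma cells was assessed by CellTiter-Glo after 48 h at 37 °C with titrated compound; concentration-effect curves were classified by fit quality and response size.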
KB-3-1 tox: qHTS assay for MDR1-selective chemotherapeutics: Primary screen using the parental adenocarcinoma cell KB-3-1; AID 1347075, 2019; KB-3-1 viability, CellTiter-Glo ATP luminescence, 72 h; Potency, µM (highest dose often 46.1 µM), for inactives: at the highest dose activity change, negative = cytotoxic, usual class: cytotoxic; 400,000 tested, 1.4% active; further: potency means the concentration at half of the fitted maximal effect; on the % scale 0 is the no-effect control and ±100 the full control effect; nearly all actives have a fitted effect of over 60% in size
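KB-3-1 parental drug-naive adenocarcinoma cells in DMEM/10% FBS, incubated 72 h at 37 C with pin-transferred compounds across a concentration series. Viability by CellTiter-Glo luminescence; concentration-response curves fitted after normalization.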
KB-V1 cytotox: qHTS assay for MDR1-selective chemotherapeutics: Primary screen using the drug-selected MDR subline cells KB-V1. KB-V1 MDR cells viability, CellTiter-Glo, 72 h. Potency, µM (highest dose often 46.1 µM), inactives show top-dose activity change, negative = cytotoxicity, actives largely listed as cytotoxic. 400,000 tested, 3.4% active; further: potency means the concentration at half of the fitted maximal effect; on the % scale 0 is the no-effect control and ±100 the full control effect; nearly all actives have a fitted effect of over 60% in size
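KB-V1 MDR subline cells in DMEM (phenol-red free, 10% FBS) exposed to compounds in qHTS concentration series for 72 h at 37 degrees C. Viability read by CellTiter-Glo luminescence; concentration-effect curves fitted after normalization and correction.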
SW480 rereplic: A quantitative high throughput screen for small molecules that induce DNA re-replication in SW480 colon adenocarcinoma cells. SW480 DNA re-replication, Hoechst DNA content imaging, 48 h. Potency, µM (top dose mostly 46.1 µM), for inactives: at the top dose re-replication activation, actives largely listed as activators. 340,000 tested, 1.8% active. AID 624297, 2012; further: potency means the concentration at half of the fitted maximal effect; % of control where 0% means no effect; nearly all actives have a fitted effect of over 55% in size
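DNA re-replication was detected as more nuclei of elevated Hoechst intensity after 48 hr exposure to compound (23 nL pinned per well of 250 cells).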
An asterisk follows results filed as active. Unless noted, the call rests on the fitted dose curve; in most records, active means well fitted curve in the direction sought with a large enough effect; inconclusive means small, poorly fitted or top-dose-only effect, or another doubt; inactive means no such curve, though single readings can be large; an effect the other way counts as inactive or inconclusive.

How did CN(C)C(=O)c1ccc(NC(=O)CN2C(=O)NC3(CCCc4ccccc43)C2=O)cc1 (stereo not drawn) do in these assays?
IL-1B inflam inh: 12; DRD3 antagonist: 2; D3 ag: -6; HT1080NT lethal: -8%; GLP1R ag: 5%; HT1080 IDH1KD tx: -2%; KB-3-1 tox: 0%; KB-V1 cytotox: 25%; SW480 rereplic: 1%

Results for CS(=O)(=O)N(CC(=O)NCCSCc1ccco1)c1ccc(Cl)cc1 ?
IL-1B inflam inh: -10; DRD3 antagonist: -4; D3 ag: 2; HT1080NT lethal: 2%; GLP1R ag: 8%; HT1080 IDH1KD tx: -1%; KB-3-1 tox: -1%; KB-V1 cytotox: inconclusive; SW480 rereplic: -12%

What do the screens show for `COc1cccc(-n2c(SCC(=O)c3c[nH]c4ccccc34)nc3ccccc3c2=O)c1`?
IL-1B inflam inh: -20; DRD3 antagonist: 14; D3 ag: 2; HT1080NT lethal: -16%; GLP1R ag: 0%; HT1080 IDH1KD tx: -4%; KB-3-1 tox: 3%; KB-V1 cytotox: inconclusive; SW480 rereplic: 25%

What do the screens show for `C=CCC(C=C)S(=O)(=O)c1ccc(C)cc1` (stereo not drawn)?
IL-1B inflam inh: -8; DRD3 antagonist: 2; D3 ag: 3; HT1080NT lethal: 1%; GLP1R ag: 12%; HT1080 IDH1KD tx: 6%; KB-3-1 tox: -2%; KB-V1 cytotox: 5%; SW480 rereplic: -2%

How did COc1cccc(-c2noc(C3CCCN(C(=O)c4ccc(F)cc4)C3)n2)c1 (stereo not drawn) do in these assays?
IL-1B inflam inh: -17; DRD3 antagonist: 3; D3 ag: -8; HT1080NT lethal: 0%; GLP1R ag: 5%; HT1080 IDH1KD tx: 0%; KB-3-1 tox: -2%; KB-V1 cytotox: 0%; SW480 rereplic: 4%

How did CCCCC(=O)Nc1ccc2oc(-c3cccnc3)nc2c1 do in these assays?
IL-1B inflam inh: -12; DRD3 antagonist: 25; D3 ag: 1; HT1080NT lethal: 8%; GLP1R ag: inconclusive; HT1080 IDH1KD tx: 4%; KB-3-1 tox: 6%; KB-V1 cytotox: -7%; SW480 rereplic: -3%

Results for CC(Sc1nc2c(N)ncnc2n1CCOc1ccccc1)C(=O)O (stereo not drawn) ?
IL-1B inflam inh: 38; DRD3 antagonist: 4; D3 ag: -1; HT1080NT lethal: 6%; GLP1R ag: -7%; HT1080 IDH1KD tx: 3%; KB-3-1 tox: 8%; KB-V1 cytotox: inconclusive; SW480 rereplic: -15%

What do the screens show for `CC(=O)c1c(C)[nH]c(C(=O)NCCC2=CCCCC2)c1C`?
IL-1B inflam inh: 37; DRD3 antagonist: -57*; D3 ag: 2; HT1080NT lethal: -18%; GLP1R ag: -1%; HT1080 IDH1KD tx: inconclusive; KB-3-1 tox: -6%; KB-V1 cytotox: inconclusive; SW480 rereplic: -5%

Results for NCC12CC3CC(C1)CC(c1ccc(Cl)cc1)(C3)C2 ?
IL-1B inflam inh: -89*; DRD3 antagonist: -5; D3 ag: -1; HT1080NT lethal: 23µM*; GLP1R ag: 15%; HT1080 IDH1KD tx: inconclusive; KB-3-1 tox: 0%; KB-V1 cytotox: inconclusive; SW480 rereplic: 6%

Results for CCCCN1C(=O)C(C#N)CC2=C1CC(C)(C)CC2=O (stereo not drawn) ?
IL-1B inflam inh: 5; DRD3 antagonist: -6; D3 ag: 0; HT1080NT lethal: 2%; GLP1R ag: -4%; HT1080 IDH1KD tx: 4%; KB-3-1 tox: 0%; KB-V1 cytotox: 0%; SW480 rereplic: 5%

Quoted at random: 3 entries already listed, in no set order.
Results for CCCCN1C(=O)C(C#N)CC2=C1CC(C)(C)CC2=O (stereo not drawn) ?
IL-1B inflam inh: 5; DRD3 antagonist: -6; D3 ag: 0; HT1080NT lethal: 2%; GLP1R ag: -4%; HT1080 IDH1KD tx: 4%; KB-3-1 tox: 0%; KB-V1 cytotox: 0%; SW480 rereplic: 5%

What do the screens show for `COc1cccc(-n2c(SCC(=O)c3c[nH]c4ccccc34)nc3ccccc3c2=O)c1`?
IL-1B inflam inh: -20; DRD3 antagonist: 14; D3 ag: 2; HT1080NT lethal: -16%; GLP1R ag: 0%; HT1080 IDH1KD tx: -4%; KB-3-1 tox: 3%; KB-V1 cytotox: inconclusive; SW480 rereplic: 25%

How did CN(C)C(=O)c1ccc(NC(=O)CN2C(=O)NC3(CCCc4ccccc43)C2=O)cc1 (stereo not drawn) do in these assays?
IL-1B inflam inh: 12; DRD3 antagonist: 2; D3 ag: -6; HT1080NT lethal: -8%; GLP1R ag: 5%; HT1080 IDH1KD tx: -2%; KB-3-1 tox: 0%; KB-V1 cytotox: 25%; SW480 rereplic: 1%

Following part
How did CCN(C(=O)CSc1nc2scc(-c3ccccc3)c2c(=O)n1N)C1CCS(=O)(=O)C1 (stereo not drawn) do in these assays?
IL-1B inflam inh: 0; DRD3 antagonist: 18; D3 ag: -12; HT1080NT lethal: 5%; GLP1R ag: 1%; HT1080 IDH1KD tx: 9%; KB-3-1 tox: 0%; KB-V1 cytotox: inconclusive; SW480 rereplic: inconclusive

Results for COc1ccccc1NC(=S)NCc1ccccn1 ?
IL-1B inflam inh: 0; DRD3 antagonist: 2; D3 ag: 1; HT1080NT lethal: 19%; GLP1R ag: 15%; HT1080 IDH1KD tx: -12%; KB-3-1 tox: inconclusive; KB-V1 cytotox: -1%; SW480 rereplic: inconclusive

How did CC(C)(C)NC(=O)C(=O)NCc1ccccn1 do in these assays?
IL-1B inflam inh: -8; DRD3 antagonist: -9; D3 ag: -6; HT1080NT lethal: 1%; GLP1R ag: 6%; HT1080 IDH1KD tx: -16%; KB-3-1 tox: 10%; KB-V1 cytotox: -29%; SW480 rereplic: -22%

What do the screens show for `CCOC(=O)c1ccc(NC(=O)CSc2nnc(COc3ccccc3)n2C)cc1`?
IL-1B inflam inh: -16; DRD3 antagonist: -18; D3 ag: -1; HT1080NT lethal: 4%; GLP1R ag: -8%; HT1080 IDH1KD tx: -1%; KB-3-1 tox: 3%; KB-V1 cytotox: 2%; SW480 rereplic: 3%

How did CCOc1ccccc1CN1CCC(Oc2ccc(C(=O)NCc3ccccn3)cc2)CC1 do in these assays?
IL-1B inflam inh: -16; DRD3 antagonist: -8; D3 ag: -12; HT1080NT lethal: -11%; GLP1R ag: 0%; HT1080 IDH1KD tx: -14%; KB-3-1 tox: inconclusive; KB-V1 cytotox: -4%; SW480 rereplic: inconclusive

How did COc1ccc(CC(=O)OCC(=O)Nc2cccc(Br)c2)cc1 do in these assays?
IL-1B inflam inh: -2; DRD3 antagonist: 3; D3 ag: -7; HT1080NT lethal: 24%; GLP1R ag: 3%; HT1080 IDH1KD tx: 13%; KB-3-1 tox: 5%; KB-V1 cytotox: inconclusive; SW480 rereplic: 4%

Results for CN(c1ccccc1)S(=O)(=O)c1ccc(Cl)c(C(=O)Nc2ccc(N3CCOCC3)cc2)c1 ?
IL-1B inflam inh: -3; DRD3 antagonist: 0; D3 ag: 5; HT1080NT lethal: inconclusive; GLP1R ag: -4%; HT1080 IDH1KD tx: inconclusive; KB-3-1 tox: -25%; KB-V1 cytotox: -8%; SW480 rereplic: 2%

How did CCCn1c(=O)c2sccc2n2c(CCCC(=O)NCc3cccnc3)nnc12 do in these assays?
IL-1B inflam inh: 0; DRD3 antagonist: 29; D3 ag: 5; HT1080NT lethal: 15%; GLP1R ag: -5%; HT1080 IDH1KD tx: 16%; KB-3-1 tox: 15%; KB-V1 cytotox: 11%; SW480 rereplic: -14%

Results for COc1ccc(C2(C)NC(=O)N(CC(=O)NCCC3=CCCCC3)C2=O)cc1OC (stereo not drawn) ?
IL-1B inflam inh: -12; DRD3 antagonist: -18; D3 ag: -11; HT1080NT lethal: -8%; GLP1R ag: 9%; HT1080 IDH1KD tx: -1%; KB-3-1 tox: -13%; KB-V1 cytotox: -2%; SW480 rereplic: -9%

What do the screens show for `CC(=O)Nc1cccc(NC(=O)c2cccc(-c3ccc(O)cc3)c2)c1`?
IL-1B inflam inh: 8; DRD3 antagonist: -10; D3 ag: -9; HT1080NT lethal: -1%; GLP1R ag: 7%; HT1080 IDH1KD tx: -9%; KB-3-1 tox: -3%; KB-V1 cytotox: -2%; SW480 rereplic: 2%

How did COc1cc(/C=N/NC(=O)CCN2CCCCC2)ccc1O do in these assays?
IL-1B inflam inh: 8; DRD3 antagonist: 12; D3 ag: 10; HT1080NT lethal: 2%; GLP1R ag: 4%; HT1080 IDH1KD tx: 0%; KB-3-1 tox: 12%; KB-V1 cytotox: 1%; SW480 rereplic: -4%

What do the screens show for `O=C(CSc1nnc(-c2ccco2)c(-c2ccco2)n1)c1ccccc1`?
IL-1B inflam inh: -10; DRD3 antagonist: -14; D3 ag: -3; HT1080NT lethal: 3%; GLP1R ag: 9%; HT1080 IDH1KD tx: -10%; KB-3-1 tox: 0%; KB-V1 cytotox: -29%; SW480 rereplic: 8%

What do the screens show for `O=C(COC(=O)COc1cccc(Br)c1)Nc1c(Cl)cccc1Cl`?
IL-1B inflam inh: 12; DRD3 antagonist: 2; D3 ag: -5; HT1080NT lethal: 13%; GLP1R ag: -2%; HT1080 IDH1KD tx: 12%; KB-3-1 tox: -6%; KB-V1 cytotox: -10%; SW480 rereplic: inconclusive

Source: PubChem BioAssay (National Center for Advancing Translational Sciences (NCATS))
